Screening results (PubChem)
RPL19A TOR yeast: alters RPL19A-GFP fluorescence in TOR pathway yeast screen; S. cerevisiae RPL19A-GFP strain, flow cytometry, 3 h; active compounds read low; percent response vs DMSO, % at 10 µM; actives 0.3% (n = 330,000);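 active = percent response vs DMSO below 50%; inconclusive = fewer than 70 events counted for the yeast strain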;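 also: median channel GFP fluorescence of the barcoded RPL19A-GFP strain; ratio of sample median GFP to plate DMSO average so 100% = DMSO; lower means less RPL19A-GFP as with rapamycin TOR inhibition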
EBNA-1 inhibitor: blocks EBNA-1 binding to DNA; EBNA-1 DNA binding, fluorescence polarization; inhibition, % at 14.8 µM; AID 1950; actives 0.34% (n = 300,000); in the data active = inhibition above about 28%
proCasp3 act: activates human procaspase-3. AID 463141. P42574. actives 0.11% (n = 330,000). activation, % at 8.5 µM. recombinant procaspase-3 D3A, Ac-DEVD-pNA absorbance 405 nm;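 active = activation above the mean of all tested compounds plus 3 SD, cut at about 21% in these data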;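 also: 0% = DMSO alone and 100% = DMSO wells spiked with extra 5 µM PC-3 D3A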
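material = Procaspase-3 D3A mutant | probe or stimulus = Ac-DEVD-pNA | compound = single dose, 8.5 µM nominal compound, 0.8% DMSO | timing = 1 h preincubation, 2 h reaction | measured by = 405 nm absorbance of p-nitroaniline, reads at 0 and 120 min | benchmarks = DMSO-only low control, 5 µM PC-3 D3A high control | repeats = singlicate, each compound tested once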
ZTA DNA inh: counter-screen for EBNA-1 inhibitors: inhibitors of Epstein-Barr virus ZTA. P03206. ZTA-DNA binding, fluorescence polarization. inhibition, % at 11 µM. actives 0.15% (n = 320,000). AID 2234; in the data active = inhibition above about 33%
procasp7 counter: counter-screen for procaspase-3 activators: activators of human procaspase-7 | recombinant procaspase-7, Ac-DEVD-pNA absorbance 405 nm; D23A/D198A/D206A triple mutant, cannot self-cleave; scale: DMSO 0, 5 µM enzyme 100 | activation, % at 8.5 µM | P55210 | actives 0.093% (n = 330,000);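 active = percent activation above the screen-wide mean plus 3 SD, cut at about 25% in these data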
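Test system: Procaspase-7 triple mutant (PC-7 D3A). Also added: Ac-DEVD-pNA substrate, 400 µM as added. Schedule: 1 h enzyme–compound preincubation and 2 h substrate reaction, both 25 °C. Signal: p-Nitroaniline absorbance at 405 nm, read at 0 and 120 min. Control set: low DMSO alone, high DMSO plus 5 µM PC-7.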
AHR act: activates the human aryl hydrocarbon receptor; P35869; AHR-responsive luciferase reporter cells, luminescence; activation, % at 5 µM; actives 2.5% (n = 320,000); in the data active = activation above about 47%;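 also: 0% = vehicle wells and 100% = reference agonist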
MEP2 TOR yeast: alters MEP2-GFP fluorescence in TOR pathway yeast screen | S. cerevisiae MEP2-GFP strain, flow cytometry GFP, 3 h; 100% = DMSO control level | GFP response vs DMSO, % at 10 µM | actives 0.51% (n = 330,000) | AID 2016;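 active = GFP response versus DMSO above a set limit, roughly screen mean plus 3 SD, cut at about 180% in these data; inconclusive = fewer than 70 cells counted for a yeast strain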;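 also: median GFP fluorescence of the barcode-gated MEP2-GFP cells per well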
LAP4-GFP MLPCN: alters LAP4-GFP fluorescence in TOR pathway yeast screen; S. cerevisiae LAP4-GFP multiplex, flow cytometry GFP, 3 h; median GFP as percent of DMSO wells; GFP response vs DMSO, % at 10 µM; actives 0.34% (n = 320,000); AID 2023;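 active = GFP response vs DMSO above a set limit, about the screen mean plus 3 SD, cut at about 150% in these data; inconclusive = under 70 cell events counted for the yeast strain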
* hit, by the source's call; ? = inconclusive; . = no result given.

SMILES	RPL19A TOR yeast	EBNA-1 inhibitor	proCasp3 act	ZTA DNA inh	procasp7 counter	AHR act	MEP2 TOR yeast	LAP4-GFP MLPCN
Cc1ccc(NC(=O)N(CCC#N)Cc2ccccc2)cc1	94	0	-11	4	0	0	84	101
COc1ccc(NC(=O)C2CCC(=O)N2)cc1 (stereo not given)	.	-9	-13	11	5	-2	96	93
CC(=O)Nc1cccc(-c2cc(-c3c(Cl)cccc3Cl)no2)c1	93	-4	5	4	4	3	95	131
O=C(NCCc1c[nH]c2ccccc12)/C(=C/c1ccco1)NC(=O)c1ccco1	88	-10	4	-13	-10	2	88	91
COCCn1c(SCC(=O)N2CCC(C)CC2)nc2ccccc2c1=O	99	-6	2	10	2	1	97	102
Cc1ccc(CN(C(=O)c2ccc(Cl)c([N+](=O)[O-])c2)C2CCS(=O)(=O)C2)o1 (stereo not given)	102	5	0	10	3	-1	105	98
Cc1ccc(C(=O)NC=C(Cl)Cl)cc1	103	-11	0	-18	6	7	102	93
COc1ccc2nc(C)[nH]c(=O)c2c1	102	2	11	14	11	0	103	100
Cc1ccc(C(=O)OCC(=O)NCc2cccs2)c(C)c1	98	1	4	-15	-4	1	96	102
CCc1ccc2c(CN3CCc4ccccc43)cc(=O)oc2c1	99	-7	0	13	4	19	101	102
CCOC(=O)c1ccc(-n2c(C)nc3c(cnn3-c3ccccc3Cl)c2=O)cc1	102	9	-1	6	3	-1	112	120
CCOC(=O)c1cccc(NC(=O)COc2ccc([N+](=O)[O-])cc2)c1	97	-2	1	10	-5	-3	106	108
CCCCOC(=O)c1ccc(NC(=O)C(=O)NCc2ccncc2)cc1	98	7	9	12	5	5	98	89
CC(C)(C)OC(=O)NCCc1n[nH]c(=S)o1	98	5	1	12	-2	0	101	119
CN(C)c1ccc(C(=S)N2CCN(c3ccc([N+](=O)[O-])cc3)CC2)cc1	102	-14	-26	6	-25	1	97	87
Nc1ccccc1C(=O)Nc1nccs1	100	13	0	5	-2	-1	101	109
CCC1=C2CC[C@H]3C(=O)N(c4ccccc4)C(=O)[C@H]3[C@H]2[C@@]2(C)C(=NCC3CC3)OC(=O)N2C1=O	.	-19	11	17	-5	3	.	.
O=C(COC(=O)c1ccccc1Nc1ccccc1)NCc1ccco1	96	-16	1	-3	-3	3	96	95
O=C(CN1CCCC1)N1CCCC(c2ccc(F)cc2)c2ccc(F)cc21 (stereo not given)	101	-17	3	11	10	0	103	95
CCOC(=O)COc1ccc(/C=C2/SC(=Nc3ccccc3)N(Cc3cccnc3)C2=O)cc1OC	91	18	1	25	0	-1	88	86
CCCNC(=O)COc1nc2ccccc2nc1N1CCOCC1	103	-11	-9	4	10	0	96	95
COc1ccc(NC(C)=O)cc1NC(=O)CN1CCN(C(=O)c2ccco2)CC1	98	6	12	-10	4	1	100	101
CCOC(=O)/C(O)=C/c1ncc(C(F)(F)F)cc1Cl	101	-8	-1	1	4	3	104	114
Cc1cccc2c1nc(-c1ccccc1)n1cnnc21	99	-6	-5	-7	10	29	101	109
Cc1cc2oc(=O)cc(CN3CCN(S(=O)(=O)c4ccc5c(c4)OCCO5)CC3)c2cc1C	101	-8	2	-13	-1	10	107	91
CSCC[C@H](NC(=O)[C@@H]1Cc2ccccc2CN1)C(=O)NC1CCCC1	97	2	7	6	-1	0	102	101
CCOc1cccc2sc(=NC(=O)c3ccc(S(=O)(=O)N4CCOCC4)cc3)n(C)c12	97	1	-6	20	11	2	103	97
C=CCn1c(NCc2ccc(OC)cc2O)nc2ccccc21	100	-2	4	7	-5	1	110	95
COc1ccccc1OCCNc1cc(N2CCOCC2)ccc1[N+](=O)[O-]	99	10	-6	8	-1	35	106	106
CCN1CCN(c2nc3c(c(=O)[nH]c(=O)n3C)n2CCCSc2ncccn2)CC1	89	7	1	-13	13	1	92	92
O=c1c2ccccc2sn1-c1ccc(S(=O)(=O)N2CCCC2)cc1	96	5	-25	-18	-28	2	103	96
O=C(Nc1ccc2c(c1)CN(Cc1ccc(CO)o1)CC2)c1ccc(C(F)(F)F)cc1	98	-7	-2	-17	3	55*	102	110
O=C(/C=C/c1ccccc1[N+](=O)[O-])OCC(=O)N1CCCC1	107	.	-3	11	-6	21	103	116
COC(=O)c1[nH]c2cccc(C)c2c1NC(=O)CN1CCN(c2ccccc2OC)CC1	104	12	2	-4	0	2	100	109
CC(C)(C)NC(=O)NC12CC3CC(CC(C3)C1)C2	98	-10	-9	24	1	1	102	95
C[C@@H](C(=O)NCCCCCC(=O)O)n1nnc2ccccc2c1=O	96	-8	6	-12	-3	-3	99	108
O=C(N[C@@H](Cc1c[nH]c2ccccc12)C(=O)O)C1CCN(S(=O)(=O)c2ccc(Cl)cc2)CC1	107	-1	-4	0	0	9	109	102
CCCCNc1oc(-c2cccs2)nc1S(=O)(=O)c1ccccc1	99	4	3	20	1	-5	99	109
COc1cccc(-c2ncc3ccccn23)c1	85	-7	-12	-4	-3	14	89	90
CN(CC(=O)N1CCN(c2ccccn2)CC1)S(=O)(=O)c1ccc(Cl)cc1	94	-8	-7	-14	-7	3	101	87

One compound at a time (already shown).
Profile of `CN(CC(=O)N1CCN(c2ccccn2)CC1)S(=O)(=O)c1ccc(Cl)cc1` : RPL19A TOR yeast = 94; EBNA-1 inhibitor = -8; proCasp3 act = -7; ZTA DNA inh = -14; procasp7 counter = -7; AHR act = 3; MEP2 TOR yeast = 101; LAP4-GFP MLPCN = 87
Profile of `COc1ccc(NC(C)=O)cc1NC(=O)CN1CCN(C(=O)c2ccco2)CC1` : RPL19A TOR yeast = 98; EBNA-1 inhibitor = 6; proCasp3 act = 12; ZTA DNA inh = -10; procasp7 counter = 4; AHR act = 1; MEP2 TOR yeast = 100; LAP4-GFP MLPCN = 101

(cont.)
SMILES	RPL19A TOR yeast	EBNA-1 inhibitor	proCasp3 act	ZTA DNA inh	procasp7 counter	AHR act	MEP2 TOR yeast	LAP4-GFP MLPCN
O=C(CC1Sc2ncnn2C1=O)Nc1ccc(Br)cc1 (stereo not given)	100	-12	-20	-5	-30	3	97	125
COc1cccc2cc(-c3csc(CCn4nc(C)cc4C)n3)c(=O)oc12	97	-13	-1	28	-14	17	100	104
Cc1ccc(Oc2ccc3c(c2)C(=O)N(c2ccc(S(=O)(=O)Nc4nccs4)cc2)C3=O)cc1	102	8	-3	1	2	-4	108	105
Cn1c(/C=N/NC(=O)c2ccccc2Br)nc2ccccc21	?	6	10	1	8	-2	?	?
CCN(CC)S(=O)(=O)c1cccc(NC(=O)CN(C)C2CCCCC2)c1	100	-3	1	-9	8	1	108	106
C#CCOCCOCCOCCNc1nc(N2CCN(C(=O)CCCCCCCCCCNC(=O)[C@H](CCCCN)n3cc(CCCC(=O)O)nn3)CC2)nc(N2CCN(C(=O)CCCCCCCCCCNC(=O)[C@H](CCCCN)n3cc(CCCC(=O)O)nn3)CC2)n1	88	5	-1	-3	0	0	86	121
Cc1ccc(OCCNC(=O)c2ccc3c(c2)OCO3)cc1	98	1	1	14	1	34	86	98
CN(CC(=O)Nc1ccccc1Cl)C(=O)c1ccc(N2CCCCCC2)c([N+](=O)[O-])c1	95	.	-7	10	-6	-3	100	99
COC1=C(c2ccccc2)C(=O)c2ccccc2C1=O	104	0	1	0	2	15	97	109
Cc1nc([N+](=O)[O-])c(C(=O)OCc2ccccc2C#N)n1C	98	-5	6	-15	-4	-1	98	91
CCOc1ccc(NC(=O)Cn2sc3nc(C)cc(C)c3c2=O)cc1	92	0	-22	2	-38	2	95	104
Cc1ccc(S(=O)(=O)N(CC(=O)NCc2ccco2)Cc2ccc(F)cc2)cc1	103	-6	2	1	-6	2	104	109
O=C(O)c1ccc(/C=N\Nc2ccc(S(=O)(=O)N3CCOCC3)cc2[N+](=O)[O-])cc1	110	4	-5	20	9	1	108	99
O=C1/C(=C/c2ccccn2)SC(=S)N1N1CCOCC1	95	7	-1	-1	-4	0	98	103
Cc1cccc(C)c1NC(=S)NCCSc1ccc(Cl)cc1	96	10	-1	5	-1	0	116	121
COc1ccc(OC)c(NC(=O)CCC(=O)Oc2ccc(C)cc2)c1	94	0	6	-7	-6	0	113	84
OC(CN1CCOCC1)CN(c1ccccc1)c1ccccc1 (stereo not given)	93	7	-11	-11	11	-2	95	93
CC(=O)Oc1ccccc1-c1nc(C)nc(N(C)C(C)=O)n1	97	0	4	2	-3	4	103	107
CN(CCC1CCCCO1)C(=O)CCc1nnc(CCc2ccccc2)o1 (stereo not given)	98	-7	4	-5	2	14	98	92
Cc1cc(C)c(NS(=O)(=O)c2cccc3cccnc23)c(C)c1	104	8	0	4	5	1	103	120

Reformatted with two lines to a compound: part of the list above
Order of values: RPL19A TOR yeast	EBNA-1 inhibitor	proCasp3 act	ZTA DNA inh	procasp7 counter	AHR act	MEP2 TOR yeast	LAP4-GFP MLPCN
- Cc1cccc(C)c1NC(=S)NCCSc1ccc(Cl)cc1
 : 96	10	-1	5	-1	0	116	121
- COc1cccc2cc(-c3csc(CCn4nc(C)cc4C)n3)c(=O)oc12
 : 97	-13	-1	28	-14	17	100	104
- C#CCOCCOCCOCCNc1nc(N2CCN(C(=O)CCCCCCCCCCNC(=O)[C@H](CCCCN)n3cc(CCCC(=O)O)nn3)CC2)nc(N2CCN(C(=O)CCCCCCCCCCNC(=O)[C@H](CCCCN)n3cc(CCCC(=O)O)nn3)CC2)n1
 : 88	5	-1	-3	0	0	86	121
- O=C1/C(=C/c2ccccn2)SC(=S)N1N1CCOCC1
 : 95	7	-1	-1	-4	0	98	103

(cont.)
SMILES | RPL19A TOR yeast | EBNA-1 inhibitor | proCasp3 act | ZTA DNA inh | procasp7 counter | AHR act | MEP2 TOR yeast | LAP4-GFP MLPCN
COc1ccc(-c2cc(C(=O)N/N=C/c3cc(OC)c(OC)cc3OC)c3ccccc3n2)cc1 | 94 | 8 | -4 | 3 | 10 | 10 | 103 | 104
Fc1ccc(-c2noc(C3CCN(Cc4cccnc4)CC3)n2)cc1 | 96 | -6 | 0 | 8 | -6 | 9 | 99 | 101
Cc1nn(Cc2ccccc2Cl)c(C)c1NC(=O)c1noc(C(C)C)c1[N+](=O)[O-] | 101 | -4 | 11 | -20 | 4 | -2 | 107 | 91
CC(c1ccon1)N(C)Cc1cn[nH]c1-c1ccc(-c2ccccc2)cc1 (stereo not given) | 105 | -7 | 3 | -7 | -9 | 61* | 107 | 89
CC(C)(c1ccccc1)c1ccc(OCCCNCCO)cc1 | 89 | -5 | -7 | -6 | 1 | 0 | 90 | .
